# GBA enhancer = enhancers of human beta-glucosidase activity in Gaucher fibroblasts; P04062; L444P Gaucher fibroblasts, 4-MU-glucoside fluorescence, 3 days; activation, % at 10 µM; hit rate 0.44% among 30,000; in the data active = activation above about 65%;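 note: 0% = vehicle wells and 100% = positive control wells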
# Target sequence (P04062 whole entry L483P): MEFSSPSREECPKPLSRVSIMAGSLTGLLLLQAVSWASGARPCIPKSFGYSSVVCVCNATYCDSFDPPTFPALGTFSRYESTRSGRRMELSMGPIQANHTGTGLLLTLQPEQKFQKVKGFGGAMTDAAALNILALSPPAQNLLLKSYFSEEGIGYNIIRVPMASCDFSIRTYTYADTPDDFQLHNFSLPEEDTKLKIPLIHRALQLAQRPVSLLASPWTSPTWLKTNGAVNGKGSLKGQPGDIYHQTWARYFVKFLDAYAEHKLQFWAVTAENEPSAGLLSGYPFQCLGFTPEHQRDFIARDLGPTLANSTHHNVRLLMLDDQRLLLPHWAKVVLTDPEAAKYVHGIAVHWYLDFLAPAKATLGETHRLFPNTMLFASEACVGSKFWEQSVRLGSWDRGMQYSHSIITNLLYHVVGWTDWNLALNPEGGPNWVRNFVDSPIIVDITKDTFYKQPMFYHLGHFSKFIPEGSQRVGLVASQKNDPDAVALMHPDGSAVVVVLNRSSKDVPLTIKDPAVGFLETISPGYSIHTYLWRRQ
# An asterisk follows results filed as active. This is a subset (hit frequency here may not be typical).
SMILES | GBA enhancer
Cc1ccc(NC(=O)COC(=O)c2ccn(C)n2)cc1 | -42
O=C(OCCn1cncn1)c1cc2ccccc2oc1=O | -11
Clc1ccccc1-c1nn2c(-c3ccncc3)nnc2s1 | -18
Cc1ccc(Cn2c(=N)c(C(=O)NCc3ccco3)cc3c(=O)n4ccccc4nc32)cc1 | 0
O=C(Nc1ccccc1)c1ccc(F)c(S(=O)(=O)N2CCOCC2)c1 | -18
COc1cc(-c2nnc(-c3ccco3)o2)ccc1OCc1ccccc1 | 47
Cc1cc(C)c(NC(=O)CSc2nnc(-c3ccncc3)n2Cc2ccco2)c(Cl)c1 | -37
O=c1ccnc(NCCc2ccccc2)[nH]1 | -44
COC(=O)Cc1ccc(NC(=O)c2ccc(Br)o2)cc1 | -45
O=C(COc1ccc(Cl)cc1)Nc1ccc2oc(-c3ccncc3)nc2c1 | 3
O=S(=O)(NC1=NCCCCCC1)c1cccs1 | -1
COc1cc(OC)cc(C(=O)NCCN2CCOCC2)c1 | -31
COc1ccc(NC(=O)N2CC(C)OC(C)C2)cc1OC (stereo unspecified) | -14
CCCC(=O)Nc1ccccc1-c1nnn(CC(=O)Nc2ccc(OCC)cc2)n1 | 0
Cc1cc2cc(C(c3nnnn3CC3CCCO3)N3CCCc4ccccc43)c(=O)[nH]c2cc1C (stereo unspecified) | 8
CC(=O)Nc1cccc(NC(=O)C2CCCN2C(=O)Nc2ccccc2C)c1 (stereo unspecified) | -9
Clc1ccc(Cn2ncc3c(NCCN4CCOCC4)ncnc32)cc1 | -6
O=C(Cc1ccc(-c2ccccc2)cc1)N1CCOCC1 | -6
Nn1c(-c2cccs2)nc2sc3c(c2c1=O)CCCC3 | 38
CCN(CC)C(=O)CSc1nc2cc3c(cc2c(=O)n1Cc1ccc2c(c1)OCO2)OCO3 | 18
Cc1nnc(N(Cc2ccco2)C(=O)c2ccno2)s1 | -46
COc1ccc(-n2ncc3c(N4CCc5ccccc54)ncnc32)cc1 | 3
O=C(c1c(Cl)nc2sccn12)N(C(=O)c1c(Cl)nc2sccn12)c1ccc(Cl)cn1 | -46
NC(=O)C1CCC(NC(=O)OCc2ccccc2)CC1 (stereo unspecified) | -3
COc1ccc(N=C2SC(CC(=O)Nc3ccc(OC)cc3OC)C(=O)N2C)cc1 (stereo unspecified) | -5
Cc1cccc(NC(=O)CCc2ccc(C)o2)c1 | -18
CCCCNC(=O)CC1C(=O)N(Cc2ccccc2)C(C)c2nc3ccccc3n21 (stereo unspecified) | 5
Cn1nc(-c2ccc(N3CCCCC3)c(NC(=O)c3ccco3)c2)c2ccccc2c1=O | 5
COC(=O)c1cc(OC)c(OC)cc1NC(=O)CN1CCOCC1 | -43
Cc1ccc2cc(C(c3nnnn3Cc3ccccc3)N3CCN(c4ccccc4)CC3)c(=O)[nH]c2c1 (stereo unspecified) | 3
COc1cc(NS(=O)(=O)c2ccccc2)ccc1-n1nc(C)cc1C | 5
CC1(C)SC2[C@H](NC(=O)C(NC(=O)N3CCNC3=O)c3ccccc3)C(=O)N2C1C(=O)O (stereo partly specified) | -24
Cc1ccc2cc3cc(C(=O)NCc4ccc5c(c4)OCO5)oc3nc2c1 | -14
O=C(CCN1C(=O)CSC1=O)Nc1ccccc1 | -7
Cn1c(=O)c2c(ncn2CC(O)CO)n(C)c1=O (stereo unspecified) | 0
O=C(c1ccc(Br)s1)N1CCN(c2ncccn2)CC1 | -7
COc1cccc(NC(=O)N2CCN(c3cccc(C)c3)C(C)C2)c1 (stereo unspecified) | -31
CC(=O)Nc1nc2ccccc2n1CCOc1ccccc1Cl | -14
Cc1nc2ccc(S(=O)(=O)NC(CC(C)C)C(=O)O)cc2s1 (stereo unspecified) | -24
COc1nc(OCCNC(=O)Nc2ccccc2)nc(N(C)C)n1 | 16
COc1ccccc1CNC(=O)CCS(=O)(=O)c1ccc2c(c1)CCCN2C(C)=O | -7
CC(c1ccco1)N(Cc1ccco1)C(=O)Nc1ccccc1 (stereo unspecified) | 2
CCOC(=O)C1C(=O)C=C(c2ccc(OC)cc2)CC1c1ccco1 (stereo unspecified) | -10
CCCn1c2ccccc2c2nc3ccccc3nc21 | -9
COC(=O)CSc1nnc(-c2ccccn2)n1Cc1ccco1 | -5
Cc1ccc(-n2cnnn2)c(S(=O)(=O)N2CCOCC2)c1 | -9
Cc1ccc(-n2nc3c(c2NC(=O)c2ccc(Br)o2)CSC3)c(C)c1 | -10
CC1(C)CC(=O)C2=C(C1)OC(N)=C(C#N)C2C#Cc1ccccc1 (stereo unspecified) | -19
CCOC(=O)N1CCC(NC(=O)CSc2cc(=O)n(C)c3ccccc23)CC1 | -6
COc1ccc(CCNC(=O)c2nnn(CC(=O)Nc3ccccc3C)c2N)cc1OC | -6

# (more compounds)
SMILES | GBA enhancer
CC(C)(C)C(=O)Oc1cc(N)n(S(=O)(=O)c2ccccc2)n1 | -14
CCOc1ccc(N(CC(N)=O)S(=O)(=O)c2ccc(F)cc2)cc1 | -8
CCC(=O)N=C1SC2CS(=O)(=O)CC2N1c1cccc(OC)c1 (stereo unspecified) | -13
Cc1cccc(NC(=O)N2CCC(c3nc4ccccc4o3)CC2)c1 | -16
COc1ccc2cc(CN(Cc3cccnc3)Cc3nnnn3Cc3ccccc3)c(=O)[nH]c2c1 | -12
O=C(NC1CC2CCC(C1)N2Cc1nnnn1Cc1ccco1)NC12CC3CC(CC(C3)C1)C2 (stereo unspecified) | -17
O=C(OCCNC(=O)c1cc2ccccc2oc1=O)c1cccnc1 | -2
O=C(CCN1CCCCC1)c1ccc2c(c1)OCCO2 | 5
COC(=O)c1ccc(CSc2ccc3nnc(-c4ccccn4)n3n2)o1 | 6
O=S(=O)(c1ccccc1)n1nc(-c2ccccc2)nc1NCc1ccco1 | -16
Cc1ccc(NC(=O)CSc2nnc(-c3ccc(S(=O)(=O)N4CCOCC4)cc3)n2C)cc1 | -4
O=C(NCc1cccs1)c1cc2c(s1)CS(=O)(=O)C2 | 5
COc1cc(C2C3C(=O)N(c4ccccc4)C(=O)C3ON2c2ccccc2)cc(OC)c1OC (stereo unspecified) | -4
Cc1cc(NC(=O)c2noc3c2CCCCC3)nn1Cc1ccc(Cl)cc1 | -5
CCC(C)(C(=O)NC1CCCCC1)N(CC1CCCO1)C(=O)c1ccccn1 (stereo unspecified) | 0
COc1ccc(OC)c(NC(=O)C(CC(=O)O)NCc2ccco2)c1 (stereo unspecified) | -18
Nc1ccc2oc(=O)c3ccccc3c2c1 | 3
CCOc1ccc2nc(NC(=O)Cn3cnc4c3c(=O)n(C)c(=O)n4C)sc2c1 | -30
O=C(OCC(=O)N1CCCCCC1)c1n[nH]c(=O)c2ccccc12 | -15
Cc1nnc(SCC(=O)Nc2ccc(Cl)cn2)n1Cc1ccccc1 | -7
Cc1cccc(N(CC(=O)N2CCCC2)S(=O)(=O)c2ccccc2)c1C | -38
CCC(C)Oc1cccc(OCCCCN2C(=O)NC(C)(C)C2=O)c1 (stereo unspecified) | -13
CCOC(=O)c1[nH]c2ccc(F)cc2c1NC(=O)c1cc(OC)c(OC)c(OC)c1 | 0
N#C/C(=C\c1ccc[nH]1)Sc1nc2ccccc2s1 | -18
c1coc(-c2nn3c(-c4ccco4)nnc3s2)c1 | -9
CCOC(=O)CSC1=C(C#N)C(c2ccc(C)cc2)C2=C(CCCC2=O)N1 (stereo unspecified) | -11
O=C(NCCC(=O)N1CCN(c2ncccn2)CC1)c1ccccc1 | -4
Cc1ccc(C)c(-c2nc3ccc(N)cc3[nH]2)c1 | 9
CCOCCCNC(=O)C1CCC(=O)N1CCc1ccccc1 (stereo unspecified) | 6
CCOC(=O)NCCc1c(C)nc2c(c(C)nn2C(C)(C)C)c1C | 14
CCOc1ccccc1NS(=O)(=O)c1ccc(OC)c(OC)c1 | -31
O=C(NCCCN1CCN(c2ccccc2F)CC1)C1CCC(=O)N1C1CCCCC1 (stereo unspecified) | -64
Cc1cc(NC(=O)Cn2cnc3c2c(=O)n(C)c(=O)n3C)n(-c2ccccc2)n1 | -10
CCNc1nc(OC)nc(Oc2ccc(=O)n(-c3ccccc3)n2)n1 | 2
CN(C)c1nc(SCCOC(=O)COc2ccc(Cl)cc2Cl)nc(N(C)C)n1 | -27
COc1ccc2c3c(c(=O)oc2c1OCC(N)=O)CCCC3 | 8
CCOCCCNC(=O)c1cn(C)c(=O)c2cc(OC)c(OC)cc12 | -53
CCNc1cccc2c1C(=O)N(C)C2=O | -7
CCn1cc(C(=O)NCc2ccc3c(c2)OCO3)c2cc(OC)c(OC)cc2c1=O | -26
Cn1c(=O)c2c(SC3CCCC3)nc(CC(C)(C)C)nc2n(C)c1=O | -5
CC(CCO)Nc1nc2c([nH]1)c(=O)n(C)c(=O)n2C (stereo unspecified) | 16
O=C(Nc1nccs1)c1nc(-c2ccccc2)n(-c2ccccc2)n1 | -2
N#Cc1nc(Cc2ccccc2)oc1N1CCN(c2cccc(Cl)c2)CC1 | 3
Cc1ccccc1C(=O)N1CCN(c2nc(N3CCOCC3)nc(N3CCOCC3)n2)CC1 | -37
CCOC(=O)CSC1=C(C#N)C(c2ccco2)C(C(=O)Nc2cccc(C(F)(F)F)c2)=C(C)N1 (stereo unspecified) | -1
CCCS(=O)(=O)N1CCC(C(=O)NCC2CCCO2)CC1 (stereo unspecified) | -10
O=C1CCC(c2ccccc2)N1C(=O)c1cccnc1 (stereo unspecified) | -24
CC1CC1C(=O)OCC(=O)NCc1ccccc1Cl (stereo unspecified) | -10
CCN(CC)S(=O)(=O)c1ccc2c(c1)nc(CCC(=O)OCC(=O)N1CCc3ccccc31)n2C | -7
CCCCCn1c(CNC(=O)COC)nc2ccccc21 | -9

# Fetched by structure from the list above:
SMILES | GBA enhancer
CC(=O)Nc1cccc(NC(=O)C2CCCN2C(=O)Nc2ccccc2C)c1 (stereo unspecified) | -9
Cn1nc(-c2ccc(N3CCCCC3)c(NC(=O)c3ccco3)c2)c2ccccc2c1=O | 5
COc1ccc(-n2ncc3c(N4CCc5ccccc54)ncnc32)cc1 | 3

# The results go on:
SMILES | GBA enhancer
O=C1c2ccccc2C(=O)N1CCC(c1ccc(F)cc1)c1ccco1 (stereo unspecified) | -35
COc1ccc(CCn2c(-c3ccco3)nc3oc4ccccc4c(=O)c3c2=O)cc1 | -9
COc1ccccc1NC(=O)CSc1nnc(-c2ccccn2)n1Cc1ccco1 | -28
Cc1ccc2cc(CN(Cc3ccc4c(c3)OCO4)Cc3nnnn3Cc3ccco3)c(=O)[nH]c2c1 | -40
Cc1cc(C(F)(F)F)nn1CC(=O)NCc1ccccc1 | -13
CCN1C(=O)N(CC)C2C1N(C(C)=O)C(=O)N2C(C)=O (stereo unspecified) | -14
CC(=O)c1cccc(NC(=O)C2CCN(S(=O)(=O)c3ccc(C)cc3)CC2)c1 | -12
CCOC(=O)c1c(NC(=O)OC)sc2c1CCC2 | -7
O=C(Nc1nccs1)c1cc2sccc2n1Cc1ccc(F)cc1 | -68
CC(=O)N1CCN(c2ccc(Nc3ncnc4c3oc3ccccc34)cc2)CC1 | 4
N#Cc1ccc(NC(=O)Nc2ccc(Cl)cc2)cc1 | -1
COc1ccc(-c2cc(C(F)(F)F)nc(SCC(=O)Nc3cc(C)on3)n2)cc1 | -22
Cc1cccc(-c2cc3nc4c(c(N5CCCC(O)C5)n3n2)CCC4)c1 (stereo unspecified) | 12
Cc1ccc2c(c1)c1ncnc(N3CCC4(CC3)OCCO4)c1n2C | 2
CCn1cc(NC(=O)Nc2ccc(OC)c(OC)c2)c(C(N)=O)n1 | -4
COC(=O)c1ccccc1NC(=O)CSc1nc(O)cc(=O)n1C1CCCC1 | -2
CCS(=O)(=O)N1CCC(C(=O)NCc2cccc(OC)c2)CC1 | -40
O=C(CC(O)(c1ccccc1)C(F)(F)C(F)F)c1cccs1 (stereo unspecified) | -13
COc1ccc(OC)c(NC(=O)C23CCC(C)(C(=O)C2)C3(C)C)c1 (stereo unspecified) | -5
CCOC(=O)N1CCN(C(=O)C(NC(=O)c2ccc(CC)cc2)C(C)C)CC1 (stereo unspecified) | -21
CC(C)C[C@H](NC(=O)[C@@H]1O[C@H]1C(=O)O)C(=O)NCCCCN=C(N)N | 2
c1ccc(N(c2ccccc2)c2nc(N3CCOCC3)nc(N3CCOCC3)n2)cc1 | 21
CC(C)c1cc(CN2CCN(CCC#N)CC2)cc(C(C)C)c1O | -48
CCOC(=O)C1CCN(C(=O)COC(=O)c2ccc(Br)o2)CC1 | -9
C=CCn1c(C)cc(C(=O)CSc2nnc(NCc3ccccc3)s2)c1C | -17

# Not a retest: an excerpt of the list.
SMILES | GBA enhancer
CC(C)C[C@H](NC(=O)[C@@H]1O[C@H]1C(=O)O)C(=O)NCCCCN=C(N)N | 2
c1ccc(N(c2ccccc2)c2nc(N3CCOCC3)nc(N3CCOCC3)n2)cc1 | 21
CC(C)c1cc(CN2CCN(CCC#N)CC2)cc(C(C)C)c1O | -48
CCOC(=O)C1CCN(C(=O)COC(=O)c2ccc(Br)o2)CC1 | -9
C=CCn1c(C)cc(C(=O)CSc2nnc(NCc3ccccc3)s2)c1C | -17

# Later entries:
SMILES | GBA enhancer
CCOC(=O)c1c(C)noc1CP(=O)(c1ccccc1)c1ccccc1 | -10
Cc1c(C(=O)N2CCOCC2)sc2nc(-c3ccccc3)cn12 | 0
COc1ccc(C(=O)Nc2c3c(nn2-c2cccc(Cl)c2)CS(=O)C3)cc1 (stereo unspecified) | -12
COc1cccc(C2/C(=C(\O)c3ccc4c(c3)OCO4)C(=O)C(=O)N2CCN(C)C)c1OC (stereo unspecified) | -20
C1=CC2CC1CC2CN1CCN(c2ccccc2)CC1 (stereo unspecified) | 0
CC(=O)NC(Cc1c[nH]c2ccccc12)C(=O)N1CCc2ccccc2C1 (stereo unspecified) | -5
O=C(Nc1nc(-c2ccco2)c(-c2ccco2)s1)C1CC(=O)N(c2ccc3c(c2)OCCO3)C1 (stereo unspecified) | -18
CCc1ccc(Nc2cc(=O)n(C3CCCCC3)c(=O)[nH]2)cc1 | 36

# From PubChem BioAssay
